# Screens: PubChem, several laboratories
# M4 antag = blocks acetylcholine activation of human M4 receptor; P08173; CHO-hM4 cells, ACh EC80, Fluo-8 calcium fluorescence; inhibition, % at 3 µM; 360,000 compounds, 0.73% hits;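 active = inhibition above its plate's cutoff, the mean inhibition of sample wells plus 3 SD, cut at about 27% in these data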;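 note: 0% = acetylcholine EC80 with DMSO and 100% = DMSO without agonist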
# Target sequence (P08173 whole entry, looked up): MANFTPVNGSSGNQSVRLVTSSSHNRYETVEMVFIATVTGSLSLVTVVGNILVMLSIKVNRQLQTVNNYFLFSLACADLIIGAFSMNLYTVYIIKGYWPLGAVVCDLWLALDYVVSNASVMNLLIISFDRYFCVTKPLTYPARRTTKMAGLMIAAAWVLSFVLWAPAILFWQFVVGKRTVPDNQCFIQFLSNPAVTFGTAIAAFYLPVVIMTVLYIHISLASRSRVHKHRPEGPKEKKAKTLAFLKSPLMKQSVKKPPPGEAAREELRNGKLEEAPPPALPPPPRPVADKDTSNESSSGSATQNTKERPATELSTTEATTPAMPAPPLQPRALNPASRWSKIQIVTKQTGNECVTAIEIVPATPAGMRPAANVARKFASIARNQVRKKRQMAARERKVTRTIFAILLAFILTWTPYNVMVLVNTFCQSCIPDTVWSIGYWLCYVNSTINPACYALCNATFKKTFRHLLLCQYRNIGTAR
# M4 PAM = CHRM4 positive allosteric modulation; 360,000 compounds, 0.4% hits; P08173; CHO-K1 hM4/Gqi5, Fluo-8 calcium fluorescence, ACh EC20; 0% = ACh EC20, 100% = maximal ACh; activation, % at 3 µM;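 active = activation above its plate's cutoff, the mean activation of sample wells plus 3 SD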; note: some results filed as inactive read as strong as hits
# IDE cell inh = cellular human IDE inhibition; P14735; HEK cells, FAbetaB cleavage, fluorescence polarization; inhibition, % at 5.59 µM; 320,000 compounds, 0.41% hits;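 active = percent inhibition above the average of all tested compounds plus 3 SD, set per screening campaign, cut at about 16% in these data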;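 note: IDE supplied by intact live HEK cells; FP after avidin binding of uncleaved biotin substrate so inhibition keeps polarization high; 0% = DMSO wells and 100% = 60 µM reference IDE inhibitor Ii1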
# M5 ag = agonists of human muscarinic M5 receptor (CHRM5); 360,000 compounds, 0.19% hits; activation, % at 3 µM; P08912; CHO-K1 hM5 cells, Fluo-8 calcium fluorescence; 0% DMSO wells, 100% maximal acetylcholine response;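 active = activation above the run's mean over test compounds plus 3 SD, cut at about 23% in these data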;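 note: signal is peak over basal fluorescence ratio across the kinetic read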
# Target sequence (P08912 whole entry, looked up): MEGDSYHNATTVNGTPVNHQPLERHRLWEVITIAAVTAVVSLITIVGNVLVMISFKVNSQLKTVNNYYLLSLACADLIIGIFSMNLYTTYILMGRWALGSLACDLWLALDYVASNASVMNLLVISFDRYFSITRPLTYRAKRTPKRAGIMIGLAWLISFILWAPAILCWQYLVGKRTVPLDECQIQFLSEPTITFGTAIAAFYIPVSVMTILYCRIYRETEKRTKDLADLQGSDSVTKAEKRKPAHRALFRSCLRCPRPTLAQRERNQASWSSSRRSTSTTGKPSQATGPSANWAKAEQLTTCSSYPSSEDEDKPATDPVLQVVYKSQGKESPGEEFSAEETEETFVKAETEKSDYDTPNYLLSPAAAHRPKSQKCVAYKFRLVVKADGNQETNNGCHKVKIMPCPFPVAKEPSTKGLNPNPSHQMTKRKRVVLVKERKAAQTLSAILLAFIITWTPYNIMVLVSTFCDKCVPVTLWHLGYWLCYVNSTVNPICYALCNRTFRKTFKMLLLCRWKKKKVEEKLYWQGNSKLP
# CHRM5 PAM = positive allosteric modulators of human muscarinic M5 receptor; P08912; CHO-K1 hM5, Fluo-8 calcium, ACh EC20 PAM; 0% = ACh EC20, 100% = ACh EC100; activation, % at 3 µM; 360,000 compounds, 0.3% hits;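 active = activation above the run cutoff, the mean activation of all test compounds plus 3 SD, cut at about 18% in these data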
#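 Assay system: CHO-K1 hM5 cells / Incubation: Fluo-8 loading 80 min at 37 °C plus 30 min room temperature / Technique: Fluo-8 calcium dye fluorescence, kinetic read / Repeats: single replicate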
# CRFR2-BP ag = CRF-BP/CRF-R2 complex agonism. HEK293 CRF-R2/CRF-BP, calcium dye fluorescence (FLIPR); percent of saturating CRF peptide response. activation, % at 13.2 µM. 350,000 compounds, 0.46% hits. AID 588473;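 active = activation of at least 50%, plus an integration ratio under a set limit after plate pattern correction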;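 note: plate controls were neutral control wells without compound for no effect and CRF at EC100 for full effect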
# CRFR2-BP antag = antagonists of CRF-binding protein/CRF-R2 receptor complex. HEK293 CRF-R2/CRF-BP, CRF-induced calcium fluorescence. inhibition, % at 11.8 µM. 350,000 compounds, 0.59% hits. AID 588475;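 active = inhibition of the ligand-induced calcium signal above about 50% at the single tested concentration, limit read from the data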
# M4 ag = agonists of human muscarinic M4 receptor (CHRM4) | P08173 | CHO-K1 hM4/Gqi5, Fluo-8 calcium fluorescence; vehicle 0%, full acetylcholine response 100% | activation, % at 3 µM | 360,000 compounds, 0.14% hits | AID 624127;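 active = activation above the run mean over all test wells plus 3 SD, cut at about 32% in these data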;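 note: peak over basal fluorescence ratio per well then scaled between controls; 0% = DMSO wells and 100% = acetylcholine at EC100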
# M5 antag = CHRM5 antagonism in calcium assay; 360,000 compounds, 0.59% hits; CHO-hM5 cells, Fluo-8 calcium fluorescence, ACh EC80; AID 624040; inhibition, % at 3 µM;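 active = inhibition above a per-plate cutoff, the mean of that plate's test compounds plus 3 SD, cut at about 27% in these data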;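 note: 0% = acetylcholine EC80 with DMSO and 100% = DMSO without agonist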
# The depositor's hits bear a star; nt = no result given.
# The opening 5 compounds, ahead of the listing:
entry	M4 antag	CRFR2-BP ag	CHRM5 PAM	IDE cell inh	M5 antag	M4 PAM	M4 ag	M5 ag	CRFR2-BP antag	mol
1	-2	1.0	-8	3	2	0	5	-1	-10	O=C(Nc1cccc(NC(=O)c2cccs2)c1)c1ccc(F)cc1
2	-1	0.0	10	6	3	7	2	-6	-4	CCOc1ccc(CCNC(=O)COC(=O)c2sccc2C)cc1OCC
3	-4	0.4	-10	-5	3	-4	0	-6	11	CCCN1C2CCCC1CC(NC(=O)C1CCCCC1)C2 (configuration not stated)
4	3	-1.1	1	10	0	-2	0	3	29	C1CCN=C(Nc2nn[nH]n2)CC1
5	17	0.4	-11	-2	4	-9	8	-1	3	CC(C)C(=O)NCCc1nc2ccccc2n1CCCOc1ccc(Cl)cc1

# The listing, repeating the preview:
entry	M4 antag	CRFR2-BP ag	CHRM5 PAM	IDE cell inh	M5 antag	M4 PAM	M4 ag	M5 ag	CRFR2-BP antag	mol
1	-2	1.0	-8	3	2	0	5	-1	-10	O=C(Nc1cccc(NC(=O)c2cccs2)c1)c1ccc(F)cc1
2	-1	0.0	10	6	3	7	2	-6	-4	CCOc1ccc(CCNC(=O)COC(=O)c2sccc2C)cc1OCC
3	-4	0.4	-10	-5	3	-4	0	-6	11	CCCN1C2CCCC1CC(NC(=O)C1CCCCC1)C2 (configuration not stated)
4	3	-1.1	1	10	0	-2	0	3	29	C1CCN=C(Nc2nn[nH]n2)CC1
5	17	0.4	-11	-2	4	-9	8	-1	3	CC(C)C(=O)NCCc1nc2ccccc2n1CCCOc1ccc(Cl)cc1
6	-12	nt	-2	nt	-14	5	1	2	nt	CC(C)C[C@H]1CNC(=S)N1C[C@H]1CCCN1C[C@H](Cc1ccc(O)cc1)N1C[C@H](Cc2ccccc2)N(CC2CCCCC2)C1=S
7	1	-0.6	7	-3	1	10	1	3	-16	Cc1ccc(S(=O)(=O)NC(=O)COc2ccccc2)cc1
8	-5	1.7	-1	0	-9	-8	5	2	-7	OCC1CCCN(C(=S)Nc2ccc(Oc3ccccc3)cc2)C1 (configuration not stated)
9	-2	-0.7	6	11	-7	7	6	6	-34	CCC1(C)NC(=O)N(CC(=O)N2N=C(c3ccccc3)CC2c2ccc(OC)cc2)C1=O (configuration not stated)
10	2	-1.1	-10	-4	5	-2	4	4	-24	CCc1ccc(S(=O)(=O)Nc2ccc(O)c3ccccc23)cc1
11	2	0.0	13	nt	4	9	0	1	-23	COc1cc(NCCCNC(C)C)c2nccc(C)c2c1
12	0	0.6	-8	-2	-10	-7	1	-6	-6	O=C(CN(C(=O)c1csnn1)c1cccc(F)c1)NCc1ccc(F)cc1
13	1	0.0	-3	-4	10	-1	1	-2	7	Cn1c(CCC(=O)OCC(=O)NCc2ccccc2Cl)nc(=O)c2ccccc21
14	-1	-1.1	0	-2	0	19	-3	-4	6	COc1ccc(Cn2c(=O)sc3ccccc32)cc1
15	-4	0.7	0	0	11	5	1	1	4	COc1cc(C(C(=O)NC(C)(C)C)N(C(=O)CNC(=O)c2cccs2)c2ccccc2)cc(OC)c1OC (configuration not stated)
16	10	2.0	4	7	-1	-4	0	1	4	O=c1[nH]c2ccsc2c(=O)n1-c1ccc(F)cc1
17	21	-1.2	-18	-5	70*	-14	2	-8	-23	CCN1CCC2(CC1)N=C(c1ccc(F)cc1)C(=S)N2C(=O)c1ccc(C)cc1
18	0	0.7	-4	2	1	-4	0	1	-3	CC(=O)N1C(C)(C)CC(=NOC(=O)c2ccccc2)CC1(C)C
19	-1	-0.8	-8	0	8	4	4	1	2	O=C(NCC(=O)N1CCN(c2cccc(Cl)c2)CC1)c1ccc(Br)o1
20	1	6.7	-4	-2	5	-6	-1	-2	14	CCCCNc1c2c(nc3c(-c4ccccc4)c(C)nn13)CCC2
21	-11	0.6	-2	nt	0	1	0	1	3	CCOC(=O)N1CCN(C(=O)CSc2ncnc3sccc23)CC1
22	1	0.2	-4	1	-6	3	-1	4	13	Cc1ccc(N2CCN(C(=O)N3CCCC3)CC2)cc1Cl
23	-11	2.0	6	nt	-11	3	-1	4	-9	CC1Cc2cccc3ccc(=O)n(c23)C1 (configuration not stated)
24	7	-0.7	3	-3	3	-3	0	2	0	CC(=O)c1ccc(NC(=O)C2CCCO2)cc1 (configuration not stated)
25	9	-0.5	-4	nt	17	1	4	-1	-17	CCOC(CNCc1cc(C)c2[nH]c3ccccc3c2c1C)OCC
26	20	-0.7	2	3	7	-1	2	0	3	CCOC(=O)C1CCN(Cc2cn[nH]c2-c2ccc(C)cc2)CC1
27	0	-0.8	-2	0	1	32*	1	6	5	CC(C)C12CN3CC(C(C)C)(CN(C1)C3c1ccccc1)C2O (configuration not stated)
28	0	32	3	1	1	0	2	0	-44	O=C1NCC(c2ccccc2)C1C(=O)N/N=C/c1ccc(Cl)s1 (configuration not stated)
29	4	0.5	-3	10	9	8	4	-4	-9	CCN1C(=O)C2(Nc3ccccc3-c3nc4ccccc4n32)c2cc(OC)ccc21 (configuration not stated)
30	6	4.7	-14	-1	10	-7	15	-16	-27	CC(C)(C)c1cc(Cl)ccc1OCCOCCN1CCCC1
31	-4	-1.1	1	0	-6	7	2	-3	-2	CCOC(=O)c1nn(-c2ccccc2Cl)c(=O)cc1OCC(=O)Nc1cccc(OC)c1
32	-2	-1.2	2	1	-11	0	2	1	0	CC(=O)c1cc(-c2ccccc2)n(CC(=O)N2CCCC2)c1C
33	3	-0.7	-7	-1	10	-6	2	1	-7	CSCCC(NS(=O)(=O)c1ccccc1F)C(=O)N1CC=C(c2ccccc2)CC1 (configuration not stated)
34	-4	-3.2	-5	1	12	7	6	1	2	Cc1cc(CNC(=O)[C@H](C)[C@@H]2C[C@@]2(C)[C@@H](NC(=O)OCc2ccccc2)c2ccccc2)nn1C
35	4	nt	-5	nt	7	-6	18	8	nt	CC(NC(=O)C1CCN(CCOc2ccc(Cl)cc2)CC1)c1cccc2ccccc12 (configuration not stated)
36	-10	nt	0	nt	-5	-4	1	-2	nt	CCC(C(=O)NC(C)(C)C)n1c(-c2ccc3c(c2)OCO3)nc2ccccc21 (configuration not stated)
37	-18	-0.9	9	6	-5	22	1	0	15	CCOc1cc(C(=O)Nc2cc(=O)n(C)c(=O)n2C)cc(OCC)c1OCC
38	0	-0.9	-3	0	7	4	2	3	2	O=C(O)CCC(=O)c1ccc2c(c1)OCCO2
39	3	-1.7	-17	4	32*	-8	24	3	7	CC(=O)c1ccc(NC(=O)CSc2ccc(-c3sc(C)nc3C)nn2)cc1
40	5	-1.8	5	3	-3	-3	1	-1	11	O=C(CN1CCCC1)NCc1ccccc1
41	-4	0.5	-3	-3	10	1	5	-1	-13	COC(=O)C1CCCCN1C(=O)c1cc(COc2cccc3cccnc23)on1 (configuration not stated)
42	5	-2.2	-1	-4	-2	-5	2	1	18	O=C1CSc2ccc(C(=O)N3CCN(c4ccccn4)CC3)cc2N1
43	-26	1.1	-1	1	-16	11	0	-7	-13	Cc1ccc(CC2C(=O)N(c3ccc(C)cc3)C(=O)C2C)cc1 (configuration not stated)
44	-1	-1.7	-7	-4	-4	6	3	-2	12	O=C1COc2ccc(C(=O)COC(=O)C3CC(O)CN3S(=O)(=O)c3ccc(Cl)cc3)cc2N1 (configuration not stated)
45	-22	5.0	4	-5	-1	9	1	2	-5	O=C(COc1ccc(Br)cc1)N(CCO)CCO
46	2	1.4	1	4	-3	10	1	-2	-3	COCCNC(=O)c1cc2nc(-c3ccccc3)cc(C)n2n1
47	-9	2.3	-3	0	0	-5	2	0	-9	CCN(CC)S(=O)(=O)c1ccc(NC(=O)c2c(-c3ccccc3)noc2C)cc1
48	-6	nt	4	nt	1	0	18	7	nt	NC(CCc1ccccc1)c1csc(Nc2nccc(C(F)(F)F)n2)n1 (configuration not stated)
49	-2	-3.5	9	5	-2	8	3	-1	0	CN(C)S(=O)(=O)c1cccc(NC(=O)COC(=O)c2c[nH]c(=O)[nH]c2=O)c1
50	8	-2.2	-5	-3	18	-3	1	-2	-23	CCC(CC)C1C(C#N)=C(N)Oc2n[nH]c(C)c21 (configuration not stated)
51	3	0.0	0	1	-10	1	1	-2	-12	CCC(C(=O)NCCCN1CCN(CC)CC1)n1nc(C)n2c(cc3occc32)c1=O (configuration not stated)
52	-24	1.8	1	1	2	-1	0	-2	22	CCOC(=O)C1CCN(Cc2cc(C(C)(C)C)c(O)c(C(C)(C)C)c2)CC1
53	6	-1.1	1	0	3	3	1	-1	-23	O=C(CSc1nc(-c2cccs2)cc(C(F)(F)F)n1)NCc1ccco1
54	4	nt	-2	nt	-7	-1	0	1	nt	CCc1nc2ccc(C(=O)N3CCN(C(C)=O)CC3)cn2c1N(C=O)Cc1ccc(OC)cc1
55	0	0.5	-9	0	14	-2	12	5	-3	COc1cccc(N(C(=O)c2ccco2)c2nc(-c3sc(NC(=O)c4ccco4)nc3C)cs2)c1
56	-12	-1.2	3	-2	-6	10	0	2	-6	Cc1ccc(C)c(OCCOCCN2CC(C)OC(C)C2)c1C (configuration not stated)
57	-10	-0.3	0	0	0	12	1	-2	3	O=C(COC(=O)c1ccccc1Br)NCc1cccs1
58	-1	-2.9	6	0	-13	24*	2	4	6	c1ccc(N2OCC3Cn4c(nc5ccccc54)C32)cc1 (configuration not stated)
59	-1	0.1	-2	-2	8	6	0	-1	-3	Cc1nc2c(C#N)c(C)[nH]n2c(=O)c1Cc1ccccc1
60	3	-1.6	-14	-1	14	-4	7	0	9	Cc1ccc(S(=O)(=O)N2CCC(=O)N(CCOCc3cccc(C(F)(F)F)c3)CC2)cc1

# Continuation.
entry	M4 antag	CRFR2-BP ag	CHRM5 PAM	IDE cell inh	M5 antag	M4 PAM	M4 ag	M5 ag	CRFR2-BP antag	mol
61	12	9.5	-6	2	16	5	1	-6	84*	O=C(O)c1cccc(N/C(=N\S(=O)(=O)c2ccccc2)c2ccccc2)c1
62	5	-0.5	4	-2	2	2	0	-4	3	Cc1ccccc1C(=O)Nc1ccnn1C1CCN(C(=O)C2CCOC2)CC1 (configuration not stated)
63	4	nt	10	nt	-11	-1	1	3	nt	CC(C)(C)NC(=O)C1c2ccccc2OCC(=O)N1Cc1ccccn1 (configuration not stated)
64	5	-3.0	-7	5	3	-4	1	0	-8	Cc1c(N=Cc2nc3ccccc3[nH]2)c(=O)n(-c2ccccc2)n1C
65	-13	2.1	9	8	-1	-3	1	-2	-1	CCOc1ccc(C(=O)N2CCC3(CC2)NCCc2[nH]cnc23)cc1
66	-19	-0.5	-1	-5	-9	11	1	-3	-10	CC(C)(C)C(=O)Nc1nc2ccc(S(C)(=O)=O)cc2s1
67	2	0.8	-3	3	14	0	1	2	-5	Cc1cccc(C)c1NC(=O)CN(C)C(=O)CCC(=O)N1CCOCC1
68	1	-2.7	-4	3	13	-3	4	-4	-9	CCOc1ccc2[nH]c(C(=O)N/N=C/c3ccccc3OC)cc2c1
69	0	-4.5	-2	8	6	-2	4	0	-1	CCCc1cc(=O)[nH]c(SCC(=O)c2cc(C)n(CC(F)(F)F)c2C)n1
70	4	0.9	-6	3	3	-3	4	-3	7	COc1ccc(-c2nnc(SCC(=O)c3[nH]c(C)c(C(C)=O)c3C)o2)cc1
71	-12	-0.1	-2	4	-1	-3	3	4	-36	COc1ccc(CN(Cc2cc3ccc(C)cc3[nH]c2=O)Cc2nnnn2C2CCCC2)cc1

# Results in sequence from the list.
# M5 ag, compounds 59 to 70: -1, 0, -6, -4, 3, 0, -2, -3, 2, -4, 0, -3
